CFTR F508del cor: correctors of CFTR F508del function in bronchial epithelial cells; 0.36% of 350,000 active; activity (quench increase), % at 7.58 µM; AID 720511; CFBE cells, YFP halide quenching; stimulated with forskolin plus potentiator P3; % fluorescence drop versus neutral controls;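 active = mean added fluorescence quench of at least 8% versus neutral control, with both replicates also reaching 8%; inconclusive = only one of the mean or replicate conditions met; inactive = mean below 8% and not both replicates reaching 8%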;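 note: cells transiently co-express mutant CFTR-F508del with the halide-sensitive YFP; corrector assay measuring rescue of mutant channel to the surface after 24 h compound exposure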
DENV2 CPE rescue: DENV2-induced cell death inhibition; DENV2-infected cells, cytopathic effect rescue, plate reader; AID 651640; CPE inhibition, % at 9.99 µM; 1.7% of 350,000 active; in the data active = CPE inhibition above about 20%, passing the limit was not always enough; inconclusive = no clear call, values can overlap the other calls; tested in BHK-21 cells;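 note: 0% = median of neutral control wells and 100% = median of positive control wells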
ERp5 block: inhibitors of human ERp5 | ERp5 insulin aggregation, absorbance 650 nm, 90 min | Q15084 | 0.05% of 350,000 active | inhibition, % at 9.99 µM;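 active = mean replicate inhibition above about 25%, with every replicate also reaching it, limit read from the data, passing the limit was not always enough; inconclusive = only one of those two criteria met; inactive = neither criterion met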
Target sequence (Q15084 whole entry, looked up): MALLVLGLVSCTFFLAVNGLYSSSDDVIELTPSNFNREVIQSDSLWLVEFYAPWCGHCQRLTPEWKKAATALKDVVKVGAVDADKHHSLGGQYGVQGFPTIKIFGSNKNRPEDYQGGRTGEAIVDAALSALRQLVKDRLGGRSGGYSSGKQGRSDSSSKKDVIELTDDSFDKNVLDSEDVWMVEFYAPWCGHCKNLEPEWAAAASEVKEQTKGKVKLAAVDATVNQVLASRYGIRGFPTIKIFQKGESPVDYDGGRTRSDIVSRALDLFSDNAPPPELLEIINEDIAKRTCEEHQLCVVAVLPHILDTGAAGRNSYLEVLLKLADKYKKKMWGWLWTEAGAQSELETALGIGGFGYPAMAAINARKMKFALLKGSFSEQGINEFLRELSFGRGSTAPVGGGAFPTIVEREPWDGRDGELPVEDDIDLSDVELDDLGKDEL
GSIS activator: primary screen for activators of insulin secretion dependent on glucose, INS-1E cells, GLuc reporter luminescence; activation, % at 16.6 µM; 0.61% of 370,000 active; AID 743287; INS-1E GLuc reporter insulin secretion, 2-3 h;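 active = lowest replicate activation of at least 40%, so every replicate reaches that level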;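 note: 0% = median of neutral control wells and 100% = median of IBMX positive control wells; some compounds called inactive have numbers as strong as hits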
PAX8 inh HTS: PAX8 transcriptional activity inhibition. RMG-I TPO-luciferase reporter, SteadyGlo, 24 h. inhibition, % at 12.6 µM. 1.2% of 360,000 active. AID 652154;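 active = mean replicate inhibition at least 60% with every replicate also reaching 60%; inconclusive = only one of the two criteria is met; inactive = mean below 60% and not all replicates reaching 60%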;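 note: luciferase light reporting Pax8 driven TPO promoter activity; plate controls were median of neutral control wells for no effect and mitoxantrone controls for full effect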
Xi reactivation: X-chromosome reactivation activator. XiGFP mouse fibroblasts, % GFP-positive cells imaging, 3 d; cells co-treated with 5-aza-dC sensitizer; scaled so ellipticine positive control = 100%. activation, % at 7.58 µM. 0.055% of 360,000 active;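 active = mean normalized replicate activation at least 10% and every replicate at or above 10%; inconclusive = only one of the two criteria met; inactive = mean below 10% and not all replicates reach 10%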;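 note: 0% = median of on-plate neutral control wells and 100% = ellipticine 6 µM median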
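Material: XiGFP fibroblasts, SV40-immortalized. Buffer or medium: DMEM plus 5-aza-dC sensitizer. Compound: single concentration per compound, delivered by pin transfer. Times: 3 days compound exposure. Controls: ellipticine 6 µM.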
EWS-Fli block: blocks EWS/Fli oncoprotein-driven transcription; A673 NR0B1-luciferase reporter, viability-normalised; inhibition, % at 12.6 µM; 0.67% of 350,000 active; AID 651661;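 active = mean inhibition of at least 50% after viability correction, with every replicate also passing that limit; inconclusive = mean reaches 50% but only one of two replicates passes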;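 note: firefly luciferase signal divided by Alamar Blue viability fluorescence both relative to DMSO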
ARNT-TACC3 inh: disruptors of human ARNT/TACC3 interaction. Q9Y6A5. AlphaScreen His-ARNT PAS-B/GST-TACC3 binding, luminescence; TACC3 fragment carries E629A point mutation. inhibition, % at 9.99 µM. 0.66% of 390,000 active. AID 623870;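 active = mean inhibition of replicates at least 50% and at least half of replicates each reaching 50%; inconclusive = half or more replicates reach 50% but mean below 50%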;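 note: 0% = complete ARNT plus TACC3 wells and 100% = ARNT alone without TACC3; many hits fall short of the cut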
An asterisk follows results filed as active; & = joins results of further samples.

Screening CC1CCCCN1C(=O)CN1C(=O)NC2(CCCCC2C)C1=O (stereo not drawn) returned CFTR F508del cor -0.7, DENV2 CPE rescue inconclusive, ERp5 block -9, PAX8 inh HTS -13, Xi reactivation -1.1, EWS-Fli block 2 and ARNT-TACC3 inh -8.
`O=C(c1ccccc1F)N1CC(=O)N2[C@H](CO)[C@H](c3ccc(-c4ccccc4)cc3)[C@@H]2C1` gave CFTR F508del cor 0.9, DENV2 CPE rescue -9, ERp5 block -5, GSIS activator -16, PAX8 inh HTS -19, Xi reactivation 0.0 and EWS-Fli block -3.
For Cn1c(N)c(C(=O)c2ccc(Cl)cc2)c(=O)n(C)c1=O the results were DENV2 CPE rescue 4, ERp5 block 1, GSIS activator 18, PAX8 inh HTS -3, Xi reactivation 0.5, EWS-Fli block -18 and ARNT-TACC3 inh -8.
`CC(=O)N=Nc1[nH]c(N)c2ccccc12` gave DENV2 CPE rescue 1, ERp5 block 1, GSIS activator -1, PAX8 inh HTS -10, Xi reactivation 0.1 and EWS-Fli block 12.
`O=C(NCc1cccnc1)c1ccc(-c2cc3ccccc3oc2=O)cc1` gave CFTR F508del cor -0.4, DENV2 CPE rescue 1, ERp5 block 1, GSIS activator -10, PAX8 inh HTS -46, Xi reactivation 0.1, EWS-Fli block -87 and ARNT-TACC3 inh 1.
CC(C)C#Cc1ccc2c(c1)O[C@H](CN(C)C(=O)C1CCC1)[C@@H](C)CN([C@@H](C)CO)S2(=O)=O was read as CFTR F508del cor -4.5, GSIS activator -9, Xi reactivation -0.6 and EWS-Fli block -1.
For C[C@@H]1CN([C@H](C)CO)C(=O)c2cc(NC(=O)Nc3ccc(F)cc3)ccc2O[C@H]1CN(C)S(=O)(=O)c1ccccc1 the results were CFTR F508del cor -1.3, DENV2 CPE rescue inconclusive, ERp5 block -11, GSIS activator 2, PAX8 inh HTS -25, Xi reactivation -0.2, EWS-Fli block -8 and ARNT-TACC3 inh -3.
CC(=O)N1CC(=O)N2[C@H](C1)[C@@H](c1ccc(-c3ccc(C(=O)N(C)C)cc3)cc1)[C@@H]2CO was read as CFTR F508del cor -5.2, DENV2 CPE rescue 1, ERp5 block -3, GSIS activator -1, PAX8 inh HTS -11, Xi reactivation -0.1 and EWS-Fli block -4.
Screening Cc1ccsc1CN(C)c1ncnc2ccc(-c3ccoc3)cc12 returned CFTR F508del cor -1.3, DENV2 CPE rescue 4, ERp5 block -3, GSIS activator 30, PAX8 inh HTS -3, Xi reactivation 0.1 and EWS-Fli block 0.
`O=C(Cc1ccccc1)Nc1ccc(S(=O)(=O)N2CCCC2)cc1` gave CFTR F508del cor -1.0, DENV2 CPE rescue -3, ERp5 block 2, GSIS activator -4, PAX8 inh HTS -7, Xi reactivation 0.0, EWS-Fli block 3 and ARNT-TACC3 inh 9.
Screening CCOc1ccc(C(C)C)cc1S(=O)(=O)n1ccnc1C returned CFTR F508del cor -0.1, DENV2 CPE rescue 4, ERp5 block 1, GSIS activator 4, PAX8 inh HTS 11, Xi reactivation 0.0 and EWS-Fli block 21.
`O=[N+]([O-])c1cnccc1-n1nnc2ccccc21` gave CFTR F508del cor -5.8, DENV2 CPE rescue -3, ERp5 block -3, GSIS activator 10, PAX8 inh HTS 40, Xi reactivation 0.2 and EWS-Fli block -10.
For COc1ccc(CCNC(=O)C(=O)Nc2ccc3nc4n(c(=O)c3c2)CCCCC4)cc1OC the results were CFTR F508del cor -1.4, DENV2 CPE rescue 4, ERp5 block 2, GSIS activator 19, PAX8 inh HTS 1, Xi reactivation -0.1, EWS-Fli block -10 and ARNT-TACC3 inh -1.
CCN(CC)C(=O)c1ccccc1NC(=O)c1ccccc1C was read as CFTR F508del cor -2.9, DENV2 CPE rescue -5, ERp5 block 2, GSIS activator 8, PAX8 inh HTS 12, Xi reactivation 0.1, EWS-Fli block 9 and ARNT-TACC3 inh -9.
For O=C(OCn1nnc2ccccc2c1=O)c1cc(-c2ccccc2)nc2ccccc12 the results were CFTR F508del cor -2.6, DENV2 CPE rescue -12, ERp5 block 0, PAX8 inh HTS 29, Xi reactivation 0.3, EWS-Fli block 5 and ARNT-TACC3 inh -6.
`O=C(CSc1nc2c(cnn2-c2ccccc2)c(=O)[nH]1)N1CCCCC1` gave CFTR F508del cor 0.5, ERp5 block -4, GSIS activator 8, PAX8 inh HTS 13, Xi reactivation 7.1 and EWS-Fli block 15.
Screening COc1cnn(-c2ccc(C)cc2)c(=O)c1Cl returned CFTR F508del cor -1.7, DENV2 CPE rescue -1, ERp5 block -9, GSIS activator 14, PAX8 inh HTS -67, Xi reactivation 0.0, EWS-Fli block -45 and ARNT-TACC3 inh -4.
For CC(=O)N1[C@H](Cc2ccccc2)C=C[C@]1(C)C(=O)NCCN1CCOCC1 the results were CFTR F508del cor -3.3, DENV2 CPE rescue -11, ERp5 block 4&-1, PAX8 inh HTS -28, Xi reactivation 0.0 and EWS-Fli block -8.
CN1CCC(C2(O)c3ccccc3CCc3ccccc32)CC1 was read as CFTR F508del cor 0.5, DENV2 CPE rescue -9, ERp5 block 0, GSIS activator -2, PAX8 inh HTS -27, Xi reactivation 0.0, EWS-Fli block -36 and ARNT-TACC3 inh -6.
Screening CC(=O)Nc1ccc(C(=O)N2CCCCC2c2cc(C(=O)Nc3ccccc3)no2)cc1 (stereo not drawn) returned CFTR F508del cor 2.6, DENV2 CPE rescue 3, ERp5 block 1, PAX8 inh HTS -12, Xi reactivation 0.0 and EWS-Fli block -14.
CCCC#Cc1cnc2c(c1)C(=O)N([C@H](C)CO)C[C@H](C)[C@@H](CN(C)S(=O)(=O)c1ccccc1)O2 was read as CFTR F508del cor -0.9, DENV2 CPE rescue -6, ERp5 block 0, GSIS activator -23, Xi reactivation -0.4, EWS-Fli block -26 and ARNT-TACC3 inh -2.
Screening NC(=O)[C@@H]1CC2(CC(c3cccc(NC(=O)[C@H]4CCC(=O)N4)c3)=NO2)CN1C(=O)COc1ccc(Cl)cc1 (stereo partly drawn) returned CFTR F508del cor -2.8, DENV2 CPE rescue -12, ERp5 block 0, GSIS activator 2, PAX8 inh HTS 2, Xi reactivation 0.0, EWS-Fli block -10 and ARNT-TACC3 inh 0.
`CO[C@@H]1CN(C)C(=O)c2ccc(NC(=O)c3cnccn3)cc2OC[C@H](C)N(C)C[C@@H]1C` gave CFTR F508del cor -1.9, GSIS activator 18, PAX8 inh HTS 2, Xi reactivation 0.3, EWS-Fli block -8 and ARNT-TACC3 inh -4.
`Brc1ccc(OCCn2ccnc2)cc1` gave CFTR F508del cor -3.9, DENV2 CPE rescue 7, ERp5 block -3, GSIS activator 7, EWS-Fli block -3 and ARNT-TACC3 inh 6.
N#C[C@@H]1[C@@H](c2ccccc2-c2ccccc2)[C@H](CO)N1C(=O)NC1CCCCC1 was read as CFTR F508del cor -1.2, DENV2 CPE rescue 0, ERp5 block -1, GSIS activator -21, Xi reactivation 0.0 and EWS-Fli block -1.
`CCOc1ncccc1C(=O)OCC(=O)NC(=O)c1ccccc1` gave CFTR F508del cor 1.4, DENV2 CPE rescue -3, ERp5 block -4, GSIS activator 12, PAX8 inh HTS -7, Xi reactivation 0.2 and EWS-Fli block 2.
For CO[C@H]1CC[C@H]2CCOc3ccc(C#N)cc3C(=O)N(C)C[C@@H](C)C(=O)N(C)C[C@@H]1O2 the results were DENV2 CPE rescue -2, ERp5 block 1, GSIS activator 10, PAX8 inh HTS -6, Xi reactivation 0.0, EWS-Fli block 8 and ARNT-TACC3 inh -5.
CC(Oc1ccc2c3c(c(=O)oc2c1)CCC3)C(=O)NCc1ccccn1 (stereo not drawn) was read as CFTR F508del cor -2.3, DENV2 CPE rescue -4, ERp5 block -1, GSIS activator -1, PAX8 inh HTS -24, Xi reactivation 0.1 and ARNT-TACC3 inh 1.
Screening COc1ccccc1C(=O)NC(=O)COC(=O)Cc1ccc(F)cc1 returned CFTR F508del cor -2.0, DENV2 CPE rescue inconclusive, ERp5 block 0, GSIS activator 2, PAX8 inh HTS -18, Xi reactivation -0.1, EWS-Fli block -6 and ARNT-TACC3 inh 41.
Screening CCCNC(=O)N1C[C@H](C)[C@@H](OC)CN(C)C(=O)c2cc(NC(=O)CCC)ccc2OC[C@@H]1C returned CFTR F508del cor 3.4, DENV2 CPE rescue -5, ERp5 block -1, GSIS activator -9, PAX8 inh HTS -12, Xi reactivation 0.0, EWS-Fli block -10 and ARNT-TACC3 inh 0.
COc1cccc(S(=O)(=O)N2C[C@@H](O)COC[C@@H]3O[C@@H](CC(=O)N4CCN(c5ccccc5)CC4)CC[C@H]32)c1 was read as CFTR F508del cor -0.1, DENV2 CPE rescue 0, GSIS activator -4, PAX8 inh HTS 11, Xi reactivation 0.1, EWS-Fli block 7 and ARNT-TACC3 inh 5.
O=C(O)c1ccccc1C(=O)Nc1ccc(Br)c(C(F)(F)F)c1 was read as CFTR F508del cor -1.2, DENV2 CPE rescue -4, ERp5 block 3, GSIS activator 4, PAX8 inh HTS -3, Xi reactivation 0.0, EWS-Fli block -1 and ARNT-TACC3 inh -2.
For COc1ccccc1/C=C/CN1CCCCC1 the results were CFTR F508del cor -0.3, DENV2 CPE rescue -3, ERp5 block -4, GSIS activator 10, PAX8 inh HTS -17, Xi reactivation 0.0, EWS-Fli block 19 and ARNT-TACC3 inh -4.
Screening C[C@@H]1CN([C@@H](C)CO)C(=O)c2cccc(NC(=O)c3ccncc3)c2O[C@H]1CN(C)C(=O)Nc1ccc(C(F)(F)F)cc1 returned CFTR F508del cor -4.3, DENV2 CPE rescue 5, ERp5 block 1, GSIS activator -1, PAX8 inh HTS 3, Xi reactivation 0.0, EWS-Fli block -10 and ARNT-TACC3 inh -4.
`COc1ccc(NC(=O)Nc2ccc3c(c2)C(=O)N([C@H](C)CO)C[C@H](C)[C@H](CN(C)C(=O)Cc2ccccc2)OCCCC[C@H](C)O3)cc1` gave CFTR F508del cor 3.6, DENV2 CPE rescue -10, ERp5 block -1, GSIS activator -15, PAX8 inh HTS -1, Xi reactivation 0.0 and EWS-Fli block -8.
`COc1ccc(C(=O)NC(=S)NNC(=O)c2cccc(C)c2)cc1` gave CFTR F508del cor -1.1, DENV2 CPE rescue -5, ERp5 block 0, GSIS activator -1, PAX8 inh HTS -16, Xi reactivation 0.3 and EWS-Fli block 18.
For Cc1ccc(S(=O)(=O)Nc2ccc3c(c2)CC(=O)N([C@@H](C)CO)C[C@@H](C)[C@H](CN(C)C(=O)Nc2cccc4ccccc24)O3)cc1 the results were CFTR F508del cor -0.5, DENV2 CPE rescue 6, ERp5 block 1, GSIS activator 1, Xi reactivation -1.0 and EWS-Fli block 2.
For CN(CCCC(=O)O)c1ccc(N=Nc2ccc([N+](=O)[O-])cc2)cc1 the results were CFTR F508del cor -0.8, DENV2 CPE rescue -3, ERp5 block -3, GSIS activator -3, PAX8 inh HTS -93, Xi reactivation 0.4, EWS-Fli block -110 and ARNT-TACC3 inh 19.
`C[C@@H]1CCCCO[C@H](CN(C)C(=O)Nc2ccc3c(c2)OCO3)[C@@H](C)CN([C@H](C)CO)C(=O)c2cc(NS(=O)(=O)c3cccs3)ccc2O1` gave CFTR F508del cor 5.1, DENV2 CPE rescue 7, ERp5 block -5, GSIS activator 2, PAX8 inh HTS -15, Xi reactivation -0.1, EWS-Fli block -10 and ARNT-TACC3 inh 0.
For Cc1noc(C)c1S(=O)(=O)Nc1ccc2c(c1)C(=O)N([C@@H](C)CO)C[C@H](C)[C@@H](CN(C)C(=O)Nc1ccc3c(c1)OCO3)O2 the results were CFTR F508del cor 0.6, DENV2 CPE rescue 2, ERp5 block -1, GSIS activator 4, Xi reactivation -1.1, EWS-Fli block 8 and ARNT-TACC3 inh 7.

Source: PubChem
